High-throughput results: PubChem BioAssay, NCI
NCI-60 one-dose screen, 48 h, at 10 µM unless noted. Numbers give growth in % (100 = growth as untreated, 0 = no growth, -100 = all killed).
HOP-92 – HOP-92 NSCLC cells; 71,000 tested, 6.3% active
UACC-257 – UACC-257 melanoma; 78,000 tested, 4.4% active
A549/ATCC – A549/ATCC NSCLC. 81,000 tested, 3.7% active. AID 1794740
EKVX – EKVX NSCLC | 71,000 tested, 3% active
MALME-3M – MALME-3M melanoma | 78,000 tested, 5.8% active
HOP-62 – HOP-62 NSCLC | 80,000 tested, 3.9% active
UACC-62 – UACC-62 melanoma. 81,000 tested, 5.4% active
M14 – M14 melanoma; AID 1794745; 80,000 tested, 6.2% active
* hit, by the source's call; x = not tested or not shown. How the source made its calls: active means growth percent below 10; inactive means the rest.

structure	HOP-92	UACC-257	A549/ATCC	EKVX	MALME-3M	HOP-62	UACC-62	M14
CC1(C)O[C@H]2OC3CCC(=O)CC3(O)[C@H]2O1 (stereo partly drawn)	80	97	96	112	104	96	107	100
CCC(=O)OC1CC(C)=C2C(=O)C=C(C)[C@@H]2[C@H]2OC(=O)[C@H](C)[C@H]12 (stereo partly drawn)	107	98	98	99	103	100	92	x
COc1cc(/C=N/NC(=O)C2CCC(=O)N2)ccc1O (stereo not drawn)	106	105	103	105	109	102	100	104
COc1cc2c(c(OC)c1OC)C(=O)CC(c1cccc(N)c1)O2 (stereo not drawn)	116	100	101	114	100	98	100	114
Clc1nc2nc3n(c2nc1Cl)CCC3	107	94	91	100	102	96	90	99
O=[N+]([O-])c1cc(C(F)(F)F)cc([N+](=O)[O-])c1N1CCCC(n2cccc2)C1 (stereo not drawn)	100	97	98	x	98	99	104	98
Oc1c(Cl)cc(Cl)cc1/C=N/NC(=S)Nc1cc(C(F)(F)F)cc(C(F)(F)F)c1	64	82	75	63	52	71	58	52
Oc1ccc2ccccc2c1Sc1ccc2ccccc2c1	92	68	56	102	111	91	90	87
CCCC(=O)Nc1ccn(C2OC(CO)C(O)C2O)c(=O)n1 (stereo not drawn)	78	75	79	90	108	102	92	101
CCCNC(=O)NCN1C(=O)c2cccc3cccc(c23)C1=O	73	74	70	106	99	99	104	100
c1ccc(-c2nn(-c3ccccc3)[n+](-c3ccccc3-c3ccccc3)n2)cc1	-24*	9.8*	17	12	-32*	33	26	23
COc1ccc2c(c1)c(-c1nc(-c3c[nH]c4ncccc34)cs1)cn2CCNC(=O)OC(C)(C)C	55	99	73	56	103	64	x	69
Fc1ccc2nc(-c3cc(-c4ccc5c(c4)OCO5)n[nH]3)[nH]c2c1	65	85	60	x	58	75	54	49
CSc1nc(-c2cc3ccccc3o2)cc(-c2ccc(Cl)cc2)c1C#N	10	x	32	74	89	70	-17*	68
COc1ccc(C2=Nn3c(N=Nc4c(O)[nH]c5ccc(OC)cc45)nnc3SC2)cc1	115	81	72	94	116	98	119	101
S=c1cc(-c2ccccc2)[nH]c2ccccc12	93	113	102	101	102	100	91	104
C=C(CBr)[C@@H]1CC[C@]2(C(=O)OC)CC[C@]3(C)[C@H](CC[C@@H]4[C@@]5(C)CCC(=O)C(C)(C)[C@@H]5CC[C@]43C)[C@@H]12	78	85	87	95	105	77	73	87
COC(=O)Nc1ccc2c(c1)Cc1cc(NC(=O)OC)ccc1-2	120	92	104	93	106	123	104	111
CCc1ccc(C2CC(c3cccc(Br)c3)=NN2c2ccc(S(N)(=O)=O)cc2)cc1 (stereo not drawn)	93	107	101	101	97	103	89	100
O=C(NC1CCCCC1)N(Cc1nnc2n1CCCCC2)c1ccc(F)cc1	90	123	114	110	94	105	110	111
CCN(CC)CC(C)(O)CNc1cc(OC)cc2cccnc12 (stereo not drawn)	106	89	67	94	127	87	105	99
COc1ccc(-c2cc(-c3ccccc3)nc(-c3cccc([N+](=O)[O-])c3)c2)cc1	81	97	88	100	118	113	96	92
O=c1cc(-c2nn[nH]n2)[nH]c(=O)[nH]1	87	130	x	94	107	107	101	103
CCOc1cccc(N)c1	97	104	118	82	151	95	105	108
Cc1c2ccncc2c(C)c2c1c1cc(CO)ccc1n2C	-5.8*	-39*	2.8*	1.5*	-1.7*	-20*	-54*	-23*
COc1cc(OC)c(C(=O)/C=C/c2cc3c(cc2OCc2ccccc2)OC(C)(C)CC3)cc1CC=C(C)C	-22*	x	33	61	78	85	39	68
O=C(O)CCC(=O)c1ccc2ccccc2c1	87	110	107	104	121	93	102	x
O=C(CSc1nnc(-c2cccs2)n1CC1CCCO1)NN1C(=O)NC2(CCCCC2)C1=O (stereo not drawn)	72	99	92	100	99	100	92	100
CO[C@H](C(=O)N[C@@H](CCCCNC(=O)OCc1ccccc1)C(=O)OC(C)(C)C)[C@@H]1Cc2cc3cc(OC4CC(OC5CC(O)C(O)C(C)O5)C(O)C(C)O4)c(C)c(O)c3c(O)c2C(=O)[C@H]1OC1CC(OC2CC(OC3CC(C)(O)C(O)C(C)O3)C(O)C(C)O2)C(O)C(C)O1 (stereo partly drawn)	-83*	-5.5*	-26*	-25*	-69*	-15*	-63*	-70*
Cc1ccc(-c2cc(-c3nnc(SC/C(=N/O)c4ccccc4)o3)c3ccccc3n2)cc1	92	100	86	85	116	90	77	100

Reformatted field by field: 4 of the compounds above.
> CC1(C)O[C@H]2OC3CCC(=O)CC3(O)[C@H]2O1 (stereo partly drawn)
  HOP-92: 80
  UACC-257: 97
  A549/ATCC: 96
  EKVX: 112
  MALME-3M: 104
  HOP-62: 96
  UACC-62: 107
  M14: 100

> COc1ccc(C2=Nn3c(N=Nc4c(O)[nH]c5ccc(OC)cc45)nnc3SC2)cc1
  HOP-92: 115
  UACC-257: 81
  A549/ATCC: 72
  EKVX: 94
  MALME-3M: 116
  HOP-62: 98
  UACC-62: 119
  M14: 101

> COc1cc(OC)c(C(=O)/C=C/c2cc3c(cc2OCc2ccccc2)OC(C)(C)CC3)cc1CC=C(C)C
  HOP-92: -22*
  UACC-257: x
  A549/ATCC: 33
  EKVX: 61
  MALME-3M: 78
  HOP-62: 85
  UACC-62: 39
  M14: 68

> O=C(CSc1nnc(-c2cccs2)n1CC1CCCO1)NN1C(=O)NC2(CCCCC2)C1=O (stereo not drawn)
  HOP-92: 72
  UACC-257: 99
  A549/ATCC: 92
  EKVX: 100
  MALME-3M: 99
  HOP-62: 100
  UACC-62: 92
  M14: 100

Other results.
structure	HOP-92	UACC-257	A549/ATCC	EKVX	MALME-3M	HOP-62	UACC-62	M14
O=C1c2ccccc2C(=O)c2c1ccc(C(Br)Br)c2[N+](=O)[O-]	39	95	95	47	-17*	78	28	37
Cc1ccc(/C=N/NC(=O)Nc2[nH]c3ccc(S(N)(=O)=O)cc3c2-c2ccccc2)cc1	70	98	98	99	97	99	85	94
COC(=O)CCCCCCCCCCC(=O)c1ccccc1	90	103	102	118	112	117	94	99
O=C(O)c1ccc(-n2cc(CNc3ccc(Cl)c(Cl)c3)c(-c3ccc(F)cc3)n2)cc1	109	84	77	83	69	89	50	x
N#Cc1ccc(-c2ccc3c(c2)NC(=O)/C3=C\c2ccc[nH]2)cc1	36	112	104	27	98	84	88	102
CCC(CCOc1ccccc1)(C(=O)O)C(=O)O	99	108	99	101	103	103	99	104
COC(=O)c1cc([N+](=O)[O-])c(C)c(C)n1	115	96	105	x	98	110	104	96
COc1cc2cc3c(=O)n4c(cc5ccncc54)c(=O)n3c2cn1	109	89	94	x	103	93	108	106
C=C(C)C(=O)OCC(O)C[N+](C)(C)C (stereo not drawn)	93	98	98	x	112	98	108	94
N#Cc1cn(Cc2ccco2)c(=O)[nH]c1=O	104	83	90	103	103	107	112	94
CCCCN(CCCC)CC(O)c1ccc(F)c2ccccc12 (stereo not drawn)	50	99	91	82	107	x	83	70
CCCC(CCC)NCC(C)O (stereo not drawn)	113	101	103	109	111	105	91	105
CC/C(Cc1ccccc1)=C(\c1ccc(OCCN2CCCC2)cc1)c1ccc(OC(C)=O)cc1	79	94	78	80	95	95	44	75
N#Cc1nn(-c2ccccc2)nc1N1CCCCC1	103	103	98	91	123	103	92	119
CCC(C)c1ccccn1 (stereo not drawn)	x	103	105	94	99	109	103	98
CCc1ccccc1NC(=O)C1CCN(S(=O)(=O)c2cc([N+](=O)[O-])ccc2Cl)CC1	80	89	101	99	120	99	83	99
C=CCNc1nnc2n(Cc3ccccc3)c(=O)c3c4c(sc3n12)CCCC4	65	74	60	90	57	56	44	53
N#Cc1c2c(c(N)[nH]c1=O)C(=O)NC2(O)c1ccccc1 (stereo not drawn)	114	97	97	98	87	104	107	100
CC(C)(C)OC(=O)NC1CCN(c2ccc3nnc(Cl)n3n2)CC1	108	101	103	101	107	102	90	103
Cn1c(=O)[nH]c(=O)c2nc(CC(O)c3ccccc3)c(=O)[nH]c21 (stereo not drawn)	82	100	101	103	100	105	101	107
CCO/C=N/C1=C(C#N)C(c2ccc(F)cc2)c2sc3c(CC)cccc3c2O1 (stereo not drawn)	x	70	25	49	x	49	16	8.9*
CC1=NC=N/C1=C\c1sc(=S)[nH]c1O	91	97	88	x	x	109	96	105
Nc1nc(N)c2nc3c(nc2n1)CCCCCCCCCC3	80	55	20	x	79	58	44	33
C=CCNS(=O)(=O)Cc1cc(-c2ccccc2)no1	97	103	100	103	100	99	104	103
CCC(C)OC(=Nc1cccc2ccccc12)Nc1cccc2ccccc12 (stereo not drawn)	x	100	96	x	83	106	90	120
Clc1ccc(Cc2nnc3sc(-c4csc5c4CCCC5)nn23)cc1	51	101	93	92	88	81	69	89
CC1(C)CCCC(C)(C)C1O	x	99	101	104	107	99	102	95
Cc1cc(Cl)ccc1OCC(=O)OCC(C)(C)[N+](=O)[O-]	109	98	95	104	95	96	x	102
COc1cccc(C2CC(c3cc(OC)c(OC)c(OC)c3)=NN2)c1 (stereo not drawn)	80	99	84	117	92	83	82	83
CC[C@]1(O)C[C@@H]2CN(CCc3c([nH]c4ccccc34)[C@@](C(=O)OC)(c3cc4c(cc3OC)N(C)[C@H]3[C@@](O)(C(N)=O)[C@H](O)[C@]5(CC)[C@@H]6C[C@@H]6CN6CC[C@]43[C@@H]65)C2)C1	19	54	13	41	86	24	36	1.2*

In the list so far, six have a cyano group:
structure	HOP-92	UACC-257	A549/ATCC	EKVX	MALME-3M	HOP-62	UACC-62	M14
CSc1nc(-c2cc3ccccc3o2)cc(-c2ccc(Cl)cc2)c1C#N	10	x	32	74	89	70	-17*	68
N#Cc1ccc(-c2ccc3c(c2)NC(=O)/C3=C\c2ccc[nH]2)cc1	36	112	104	27	98	84	88	102
N#Cc1cn(Cc2ccco2)c(=O)[nH]c1=O	104	83	90	103	103	107	112	94
N#Cc1nn(-c2ccccc2)nc1N1CCCCC1	103	103	98	91	123	103	92	119
N#Cc1c2c(c(N)[nH]c1=O)C(=O)NC2(O)c1ccccc1 (stereo not drawn)	114	97	97	98	87	104	107	100
CCO/C=N/C1=C(C#N)C(c2ccc(F)cc2)c2sc3c(CC)cccc3c2O1 (stereo not drawn)	x	70	25	49	x	49	16	8.9*

The listing continues:
structure	HOP-92	UACC-257	A549/ATCC	EKVX	MALME-3M	HOP-62	UACC-62	M14
CCCCN1C(=O)C2CC=CCC2C1=O (stereo not drawn)	x	87	95	105	103	112	110	93
CCCCCCCCCCCCCCCCCC(=O)[O][Sn]([CH2]CCC)([CH2]CCC)[CH2]CCC	x	-86*	-84*	-40*	-86*	-89*	-61*	-91*
COc1ccc(/C(=N/O)c2cc(OC)c(OC)c(OC)c2)c(OC)c1N	53	x	46	47	53	34	32	21
O=c1ccc(=O)n(-c2nc(-c3ccccc3)cs2)[nH]1	85	102	101	69	77	82	84	91
Nc1ccc(S(=O)(=O)Nc2ccc(S(=O)(=O)O)c3ccccc23)cc1	96	103	99	112	102	101	101	106
CC(C(N)=O)C(=O)c1ccccc1 (stereo not drawn)	92	88	85	106	100	93	99	105
COc1ccccc1Nc1nnc(-c2ccc(Cl)cc2)o1	91	66	34	51	46	47	52	22
Cc1ccc(-c2nc3sc(C)cn3c2/C=C/C(=O)c2c(F)cccc2F)cc1	77	99	91	110	104	97	101	100
CC1CCC(C(=O)O)N1 (stereo not drawn)	102	103	99	107	102	94	98	102
O=C(NCCC1CNC2CCCCC12)C1CCN(C(=O)C2CCC(F)CC2)CC1 (stereo not drawn)	78	104	104	97	95	93	95	99
O=C1NC(=O)/C(=C/c2ccc(C3Oc4ccccc4C4CC(c5ccc(Cl)cc5)=NN43)cc2)S1 (stereo not drawn)	100	101	100	78	98	113	93	103
CCOC(=O)Cn1c(-c2ccc(S(C)(=O)=O)cc2)nc2cc(Cl)ccc21	94	89	91	95	90	78	92	94
COc1cccc(C(=O)C(CCC#N)c2ccccc2)c1 (stereo not drawn)	81	90	90	91	103	116	102	113
COc1ccc(-n2c(=O)sc3c(=O)[nH]c(C)nc32)c(OC)c1	87	103	100	103	99	89	82	105
COc1nc(Cl)nc(Cl)n1	84	108	103	103	106	105	99	113
C#CCC1(CCC2OCCO2)NS(=O)(=O)c2ccccc21 (stereo not drawn)	110	x	94	96	101	78	105	100
Cc1ccc(S(=O)(=O)OC2CCN(C(=O)OCc3ccccc3)CC2)cc1	111	98	98	x	96	103	96	101
CS(=O)(=O)N1CCN(S(=O)(=O)c2oc(-c3ccccc3)nc2C#N)CC1	124	87	91	99	87	102	93	98
Fc1ccc(-c2cn3c(-c4c[nH]c5ccccc45)csc3n2)cc1	67	92	95	80	96	88	67	79
O=C(NC1CC1)c1cnn2c1NC(c1ccc(F)cc1)C2 (stereo not drawn)	108	94	93	x	99	92	94	97
C/C(=N\O)[C@H]1CC[C@H]2[C@@H]3CCC4=C/C(=N/O)CC[C@]4(C)[C@H]3C(=O)C[C@]12C	x	98	104	64	98	107	94	102
COc1ccc(C(C)=O)cc1N	98	106	102	95	113	90	95	95
COc1ccc2[nH]c(O)c(N=NC(=O)c3cc(-c4ccc(OC)c(OC)c4)nc4ccccc34)c2c1	97	79	97	95	100	104	90	131
CCSc1ccnc(SCC)n1	102	106	97	x	84	109	104	104
N#CCCOCCOC(=O)Nc1cccc(Cl)c1	x	103	93	x	103	105	115	108
COc1ccc(-c2cc(-c3cccn3C)c(C#N)c3nnc(C)n23)cc1OC	52	109	107	95	109	85	93	100
CCc1ccc(S(N)(=O)=O)cc1	87	112	107	95	111	x	102	105
Nc1cccc(-c2nc(N3CCOCC3)c3c4c(sc3n2)CCCC4)c1	79	116	97	76	96	83	77	104
Nc1ccc(NC(=O)c2cccc(N)c2)cc1	81	x	48	87	86	87	97	104
